STAT1 inh – reduces IFN-gamma driven STAT1 reporter signal. NIH 3T3 STAT1-luciferase reporter, luminescence. inhibition, % at 5.5 µM. AID 920. actives 0.35% (n = 200,000);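 active = inhibition above a set limit, the mean inhibition across all tested compounds plus 3 SD, cut at about 34% in these data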;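 also: 0% = IFN-gamma with DMSO and 100% = IFN-gamma with 300 µM nifuroxazide; values of inactives mirror those of a sister screen read the other way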
NF-kB expr up – compounds increasing NF-kB expression in human neuronal cells | actives 1.6% (n = 190,000) | fold change at 12.5 µM | NF-kB reporter expression; hits give high values; in the data active = fold change above about 3.3
FLuc act counter – affects firefly luciferase, flagging false hits in luciferase stimulation screens. P08659. ATPlite luciferase biochemical, luminescence, 10 min; 0 = ATP-free wells, 1 = DMSO control. activation factor at 10 µM. 200,000 tested, under 10 active. AID 1027;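 active = luciferase activation factor, scaled between plate controls, of at least 2 with compound at 10 µM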
Target sequence (P08659 whole entry, looked up): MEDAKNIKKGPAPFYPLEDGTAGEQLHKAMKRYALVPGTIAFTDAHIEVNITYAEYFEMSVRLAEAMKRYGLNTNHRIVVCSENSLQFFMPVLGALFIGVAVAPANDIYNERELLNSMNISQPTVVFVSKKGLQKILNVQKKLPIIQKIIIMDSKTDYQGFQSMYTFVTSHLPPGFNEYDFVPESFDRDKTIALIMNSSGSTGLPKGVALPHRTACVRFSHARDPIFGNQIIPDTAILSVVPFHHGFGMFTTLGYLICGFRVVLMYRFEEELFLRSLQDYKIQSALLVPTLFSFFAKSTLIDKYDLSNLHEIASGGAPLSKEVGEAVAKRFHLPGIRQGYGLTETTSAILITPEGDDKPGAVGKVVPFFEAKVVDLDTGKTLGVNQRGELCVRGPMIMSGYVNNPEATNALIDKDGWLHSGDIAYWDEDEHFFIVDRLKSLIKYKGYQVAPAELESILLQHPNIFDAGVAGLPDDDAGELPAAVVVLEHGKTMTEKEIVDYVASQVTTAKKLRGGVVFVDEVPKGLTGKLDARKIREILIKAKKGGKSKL
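assay system = Luciferase/luciferin detection reagent, cell-free biochemical luciferase assay | also added = ATP substrate | times = 10 min post-reagent at room temperature | measured by = luminescence from luciferase reaction | measure = luciferase activation, seen as luminescence increase over controls | benchmarks = low control with PBS replacing ATP, high control enzyme plus ATP without compound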
ROMK mod – human ROMK K+ channel modulation, primary screen | P48048 | Tet-inducible ROMK, thallium flux fluorescence; actives lie on both sides | B-score at 10 µM | actives 2% (n = 130,000) | AID 1918;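 active = signal ratio slope over the read window, or its plate-corrected B-score, at least 3 SD from the plate mean, either direction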;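 also: B-score of the F/F0 ratio slope over 7 to 12 s after thallium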
Target sequence (P48048 whole entry, looked up): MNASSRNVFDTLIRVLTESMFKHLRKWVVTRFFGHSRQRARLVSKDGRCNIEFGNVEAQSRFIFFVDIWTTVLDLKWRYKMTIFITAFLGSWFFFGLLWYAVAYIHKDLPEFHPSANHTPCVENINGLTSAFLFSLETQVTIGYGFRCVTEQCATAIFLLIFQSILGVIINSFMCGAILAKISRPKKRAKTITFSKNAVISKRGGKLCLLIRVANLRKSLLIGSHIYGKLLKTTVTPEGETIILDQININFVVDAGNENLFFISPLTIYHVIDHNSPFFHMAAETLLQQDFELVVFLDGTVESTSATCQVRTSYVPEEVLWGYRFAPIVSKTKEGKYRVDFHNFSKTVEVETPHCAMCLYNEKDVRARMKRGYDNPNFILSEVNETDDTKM
STAT1 activator – increases IFN-gamma driven STAT1 reporter signal | AID 932 | activation (% of control), % at 5.5 µM | actives 2.6% (n = 200,000) | NIH 3T3 STAT1-luciferase reporter, luminescence; 100% = IFN-gamma alone, no compound;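 active = activation above the screen-wide mean activation plus 3 SD, cut at about 130% in these data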;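 also: raw ratio to IFN-gamma control signal so 100% means no change and 0% no light; values of inactives mirror those of a sister screen read the other way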
APP transl inh – APP translation inhibition. actives 0.82% (n = 190,000). inhibition, % at 2 µM. SH-SY5Y APP 5'UTR-luciferase reporter, luminescence;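 active = inhibition above a set limit, derived from the sample mean plus 3 SD, cut at about 45% in these data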; also: values of inactives mirror those of a sister screen read the other way
FLuc inhib CS – Photinus pyralis luciferase inhibition counter-screen; ATPLite firefly luciferase biochemical luminescence, 10 min; inhibition, % at 10 µM; actives 1.5% (n = 200,000);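 active = inhibition above about 50% when tested at 10 µM, limit read from the data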
APP 5'UTR act – APP 5'UTR luciferase reporter activation; SH-SY5Y APP 5'UTR luciferase reporter, luminescence; zero percent = DMSO vehicle wells; activation, % at 2 µM; actives 1% (n = 190,000);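 active = activation above a set limit, based on mean plus 3 SD of controls, cut at about 140% in these data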; also: values of inactives mirror those of a sister screen read the other way
STAT3 inh – reduces IL-6 driven STAT3 reporter signal | U3A cells, IL-6 STAT3-luciferase reporter, luminescence; host cell line lacks STAT1 | inhibition, % at 5.5 µM | actives 0.89% (n = 190,000);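 active = inhibition above the mean inhibition across all screened compounds plus 3 SD, cut at about 44% in these data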;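 also: 0% = DMSO only wells and 100% = 100 µM nifuroxazide control wells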
STAT3 activator – STAT3 signaling activation | U3A cells, IL-6 STAT3-luciferase reporter, luminescence; 100% = signal with IL-6 EC80 alone | activation (% of control), % at 5.6 µM | actives 0.91% (n = 190,000) | AID 871;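 active = activation above the screen-wide mean of compound activation plus 3 SD, cut at about 130% in these data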;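 also: 0% = background luminescence of wells with medium and substrate only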
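Detection: reporter luminescence signal / Assay system: STAT1-lacking human U3A cells, STAT3 luciferase reporter / Incubation: compound pre-incubation 1 h before IL-6, then 6 h stimulation at 37 °C / Control set: IL-6-only high control / Read-out: % activation relative to IL-6 control / Probe or stimulus: Interleukin-6, 33 ng/mL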
Starred values were filed as active, the others as inactive; nt = no result given.

molecule	STAT1 inh	NF-kB expr up	FLuc act counter	ROMK mod	STAT1 activator	APP transl inh	FLuc inhib CS	APP 5'UTR act	STAT3 inh	STAT3 activator
COc1ccc2nc(N3CCCC(O)C3)c(C#N)cc2c1 (configuration not stated)	-24.7	1.01	0.5	nt	122.6	-28.0	54.6*	28.0	2.9	102.0
COc1ccc(NC(=O)c2cc3cccc(OC)c3oc2=Nc2ccc(C(=O)O)cc2)cc1OC	4.0	0.36	1	-4.38*	95.9	-41.7	-2.7	41.7	10.9	94.2
CC(C)OCCCNC(=O)c1cccs1	-4.4	1.14	1	0.447	104.1	4.3	2.5	-4.3	1.9	101.8
CCN(CC)c1ccc(NC(=O)/C=C/c2cc(Br)ccc2OC)cc1	-5.1	1.14	1	nt	104.6	10.9	-4.6	-10.9	29.5	83.1
CCOc1ccc(-n2c(SCC)nc3c(c2=O)SCC3)cc1	-1.0	1.05	1.1	-0.41	99.3	9.4	-5.1	-9.4	-3.7	106.8
C/C(Cl)=C\Cn1c(N2CCCCCC2)nc2c1c(=O)n(C)c(=O)n2C	0.2	1.02	1.1	nt	99.8	11.5	-9.3	-11.5	15.0	95.8
CCCCCC(=O)c1ccc(O)cc1O	-12.7	1.06	1	-0.276	109.8	12.9	-2.1	-12.9	-6.6	108.7
CCN(CC)C(=O)c1sc2nc(Cc3ccccc3)[nH]c(=O)c2c1C	-6.9	0.88	1	1.43	105.4	0.6	-1.6	-0.7	3.2	103.6
Cn1c(CC(=O)Nc2ccccc2)nnc1SCCOc1ccccc1	-6.6	1.27	1	nt	106.1	-6.7	-4.9	6.7	9.4	96.2
COc1ccccc1NCCC(=O)OCC(=O)NC1CC1	-4.4	1	0.9	nt	104.0	-15.4	5.2	15.4	-3.5	108.1
COc1cc(NC(=O)COC(=O)c2n[nH]c3ccccc23)c(C)cc1[N+](=O)[O-]	4.0	nt	1.1	-0.221	94.8	4.0	-5.9	-4.0	2.9	102.0
c1ccc(-c2cc(-c3nn4c(-c5ccco5)nnc4s3)c3ccccc3n2)cc1	2.1	0.89	1.1	nt	98.0	-14.5	-7.2	14.5	0.4	101.3
Oc1c(C(c2ccccc2)N2CCN(Cc3ccccc3)CC2)sc2ncnn12 (configuration not stated)	5.2	1.09	1.1	nt	95.3	-16.7	-7.2	16.7	5.9	102.6
O=C(N/C(=C/c1cccc([N+](=O)[O-])c1)C(=O)N1CCCCC1)c1cccs1	-8.7	0.87	1	0.228	107.7	-12.3	-1.5	12.3	-12.3	107.9
O=C(COC(=O)c1cccs1)Nc1ccccc1[N+](=O)[O-]	-0.6	1.31	1	0.584	99.2	-21.8	2.9	21.8	22.2	86.3
CCN(C(=O)COC(=O)c1cc(-c2ccc3cc(OC)ccc3c2)nc2ccccc12)C1CCS(=O)(=O)C1 (configuration not stated)	-17.9	2.24	0.2	-0.0191	116.0	-40.5	76.0*	40.5	8.4	91.4
CCN(C(=O)COC(=O)c1cccn1C)C1CCS(=O)(=O)C1 (configuration not stated)	-8.3	1.49	1.1	-1.27	105.6	0.7	-7.8	-0.7	6.7	101.7
COc1ccc(/C=N/c2nc3ccccc3n2CCN2CCCCC2)cc1OC	5.1	0.9	1.1	-1.29	96.7	13.4	-8.9	-13.4	-11.9	111.0
O=C1C(C=NCC2CCCO2)=C(O)c2ccccc21 (configuration not stated)	-40.9	2.1	0.8	nt	137.4*	-39.1	22.2	39.1	2.4	100.2
Cc1cc(NC(=O)/C=C/c2ccccc2)c(C(C)C)cc1O	8.9	1.1	0.8	0.345	90.6	-28.5	15.3	28.5	6.1	101.5
COc1ccc(OC)c(-n2c(SCC(C)=O)nnc2-c2cccc(S(=O)(=O)N(C)C)c2)c1	5.0	1.14	1.1	nt	95.5	5.9	-9.2	-5.9	9.2	100.6
CCOC(=O)c1cnc(SC2CC(=O)N(c3cccc(OC)c3)C2=O)nc1N (configuration not stated)	5.4	0.9	1.1	0.322	95.0	-13.2	-5.1	13.2	-6.2	109.0
Cc1ccc(C(=O)O)cc1NC(=S)NC(=O)Cc1ccccc1	0.3	1.64	1	0.989	99.8	-2.0	-4.9	2.0	-2.2	108.6
Cc1cccc(N2CCN(C(=O)c3ccccc3NC(=O)C3CC=CCC3C(=O)O)CC2)c1 (configuration not stated)	1.0	0.94	1	0.193	99.1	5.1	-2.2	-5.1	0.5	98.3
Cc1ccc(S(=O)(=O)N2CCOCC2)cc1NC(=O)CSc1nc2ccccc2c(=O)n1Cc1ccccc1	9.6	0.8	1	-2.47	91.2	-3.8	-3.7	3.8	8.9	99.5

ROMK mod: hit marks shown above
Structure,STAT1 inh,NF-kB expr up,ROMK mod,STAT1 activator,APP transl inh,APP 5'UTR act,STAT3 activator
COc1ccc(NC(=O)c2cc3cccc(OC)c3oc2=Nc2ccc(C(=O)O)cc2)cc1OC,4.0,0.36,-4.38*,95.9,-41.7,41.7,94.2

Going on with the list:
molecule	STAT1 inh	NF-kB expr up	FLuc act counter	ROMK mod	STAT1 activator	APP transl inh	FLuc inhib CS	APP 5'UTR act	STAT3 inh	STAT3 activator
O=C(Nc1cc(Cl)cc(Cl)c1)C(NCCO)c1ccccc1 (configuration not stated)	10.6	1.21	1	nt	90.6	-0.5	-3.6	0.5	-4.9	106.2
CC1(C)CC(=O)C(C=Nc2cccnc2/N=C/C2=C(O)CC(C)(C)CC2=O)=C(O)C1	-14.6	0.97	1.1	0.888	112.9	-30.3	-11.8	30.3	-0.9	102.8
COc1cccc(NC(=O)CSc2ccccn2)c1	-19.0	1.93	0.9	nt	117.3	-13.3	9.4	13.3	-8.7	112.3
CCSc1nc2ccccc2n1Cc1nc(N)nc(N(C)C)n1	12.1	0.82	1	0.469	88.9	0.9	1.3	-0.9	1.4	102.3
Cc1nc(NC(=O)/C=C/c2ccc(C(C)(C)C)cc2)sc1C(=O)N(C)C	-5.7	1.07	1	-0.0717	105.1	1.4	-2.8	-1.4	-15.6	110.5
CC1CCN(CC(=O)c2cccs2)CC1	-13.5	1.3	1	nt	110.8	-34.4	-0.2	34.4	4.1	100.4
Cn1ncc([N+](=O)[O-])c1C(=O)Nc1ccc(-c2nc3ccccc3o2)cc1	-30.0	1.64	1	-0.242	128.5	-68.3	-2.7	68.3	26.8	83.2
O=C(NCc1ccccc1)C1=C[C@H](c2ccc(C(F)(F)F)cc2)C[C@H](OCc2ccc(CO)cc2)O1	-0.9	1.19	1	nt	102.3	22.0	-3.6	-22.0	nt	nt
Cn1c(Cc2ccccc2)[n+](C)c2ccccc21	4.6	0.97	1.1	-0.316	94.6	13.8	-8.3	-13.8	10.4	97.7
Cc1ccc(-n2nnc3c(=O)oc4ccccc4c32)cc1	-5.2	1.08	1.1	nt	104.7	-2.6	-9.1	2.6	8.2	100.6
O=[N+]([O-])c1cc2c(cc1/C=N/n1c(-c3ccccn3)n[nH]c1=S)OCO2	-3.5	1.13	0.9	-0.169	103.1	-4.3	6.2	4.3	31.8	74.3
CCc1cccc(N(C(=O)c2csnn2)C(C(=O)NC(C)(C)CC)c2ccccn2)c1 (configuration not stated)	4.1	1.33	1	0.179	95.9	-25.3	-1.8	25.3	9.8	98.0
O=C(c1ccc(Cl)c(Cl)c1)N1CCC(=O)N(C(COCc2cccc(Cl)c2)Cc2ccccc2)CC1 (configuration not stated)	-14.9	0.55	1.1	-1.12	113.6	-6.8	-7.4	6.8	-9.5	105.5
COCCNc1cc(N)c([N+](=O)[O-])cc1[N+](=O)[O-]	-2.7	1.33	1	nt	102.4	20.9	0.8	-20.9	2.9	99.9
O=C(CSC1CC(=O)N(CCc2ccccc2)C1=O)Nc1ccc(Cl)cc1 (configuration not stated)	4.2	0.95	1	nt	96.2	13.0	-1.4	-13.0	-3.5	108.2
CCOc1ccc(NC(=O)C23CC4CC(C2)CC(c2ccccc2)(C4)C3)cc1	2.2	0.92	1.1	nt	98.1	-8.9	-5.0	8.9	8.2	101.7
CCN1CCN(C(=O)C2CCN(C(=O)c3cc4sccc4n3CC)CC2)CC1	-6.6	1.03	1	nt	105.9	-0.6	-0.9	0.6	6.5	99.0
Cc1cc(CNC(=O)Cc2ccc(F)cc2)c2ccccc2n1	4.7	0.9	1	1.6	94.8	-0.6	1.2	0.6	2.8	104.0
CCOCCn1c(=NC(=O)c2cc3ccccc3oc2=O)sc2cc(S(N)(=O)=O)ccc21	-7.6	1.11	1	0.0146	106.7	11.2	-0.8	-11.2	-3.3	100.5
Cc1ccc(-c2nc3ncccc3o2)cc1NC(=O)c1cccnc1	-5.4	0.93	1	1.76	103.9	-7.6	-1.8	7.6	13.1	92.0
Cc1nc2oc(C(=O)c3ccc(Br)cc3)c(N)c2c2c1COC(C)(C)C2	-0.8	1.33	1.1	0.665	100.8	-17.7	-5.7	17.7	22.7	83.6
CCOc1ccc(C(=O)NC(C)C2COc3ccccc3O2)cc1 (configuration not stated)	-17.8	1.45	1	-1.35	114.8	-6.8	-1.4	6.8	-2.0	105.7
Cc1cccc(-c2noc(CCc3ccccc3)n2)c1	-13.3	2.29	1	nt	112.0	-44.8	3.9	44.8	-2.5	109.6
CCOC(=O)C1(CCOc2ccccc2)CCN(Cc2ccc(COC)o2)CC1	11.1	1.39	1.1	-0.275	88.5	-11.7	-8.7	11.7	15.6	90.6
